Screens as filed in PubChem.
TcdB GH inh: inhibitors of Clostridioides difficile toxin B glycohydrolase. 0.24% of 350,000 active. AID 652162. TcdB glycohydrolase enzymatic assay, plate reader. inhibition, % at 9.99 µM; in the data active = inhibition above about 10%
FadD28 binding: M. tuberculosis FadD28 bisubstrate binding inhibition | 0.22% of 360,000 active | FadD28 bisubstrate probe binding, fluorescence polarization | inhibition, % at 12.5 µM; in the data active = inhibition above about 8.5%, passing the limit was not always enough; inconclusive = no clear call, values can overlap the other calls
PrPC TRFRET: inhibitors of human cell surface prion protein PrPC; AID 720596; P04156; TR-FRET read-out; 0.43% of 370,000 active; inhibition, % at 13.8 µM; in the data active = inhibition above about 24%; note: 0% = median of the test wells and 100% = reference compound wells
Y pestis TopoI: Y. pestis Topo-I inhibition via cleavage products | activity, % at 10 µM | Y. pestis Topo-I cleavage product accumulation, plate reader | 0.064% of 360,000 active; in the data active = activity above about 50%, passing the limit was not always enough; inconclusive = no clear call, values can overlap the other calls; note: inactives centre near 2
BoNT F protease: inhibitors of Botulinum neurotoxin F light chain protease; Multiplex microsphere protease cleavage assay, flow cytometry; inhibition, % at 10 µM; 0.22% of 360,000 active; AID 588497; in the data active = inhibition above about 35%, passing the limit was not always enough; inconclusive = no clear call, values can overlap the other calls; note: plate controls were buffer without enzyme for full effect and enzyme alone for no effect
Anthrax LF prot: blocks Bacillus anthracis lethal factor protease; multiplex microsphere protease cleavage assay, LF; inhibition, % at 10 µM; 0.12% of 360,000 active; AID 588501; note: plate controls were buffer without enzyme for full effect and enzyme alone for no effect
Target sequence (P15917 whole entry, looked up): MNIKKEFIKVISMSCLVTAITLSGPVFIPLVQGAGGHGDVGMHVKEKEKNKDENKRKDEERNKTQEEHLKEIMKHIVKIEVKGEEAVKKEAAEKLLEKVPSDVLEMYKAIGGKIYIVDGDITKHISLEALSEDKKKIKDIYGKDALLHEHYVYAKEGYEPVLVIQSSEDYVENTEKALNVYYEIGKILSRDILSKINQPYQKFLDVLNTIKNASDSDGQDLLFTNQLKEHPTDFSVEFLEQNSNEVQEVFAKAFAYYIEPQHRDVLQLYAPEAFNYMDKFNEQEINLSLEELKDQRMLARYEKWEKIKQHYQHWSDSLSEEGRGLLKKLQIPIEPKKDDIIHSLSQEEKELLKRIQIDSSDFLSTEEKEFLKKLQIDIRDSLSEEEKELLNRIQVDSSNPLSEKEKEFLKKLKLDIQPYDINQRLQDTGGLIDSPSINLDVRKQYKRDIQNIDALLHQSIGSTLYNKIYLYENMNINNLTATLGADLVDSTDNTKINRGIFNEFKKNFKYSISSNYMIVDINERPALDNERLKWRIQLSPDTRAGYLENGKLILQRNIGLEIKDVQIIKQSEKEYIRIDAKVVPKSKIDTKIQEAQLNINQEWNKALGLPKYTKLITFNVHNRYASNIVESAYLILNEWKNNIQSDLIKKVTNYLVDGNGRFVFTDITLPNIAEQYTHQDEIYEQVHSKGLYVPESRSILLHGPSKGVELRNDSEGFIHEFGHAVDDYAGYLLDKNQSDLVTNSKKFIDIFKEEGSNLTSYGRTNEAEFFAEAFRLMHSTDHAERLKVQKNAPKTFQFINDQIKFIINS
CCHFV vOTU inh: CCHFV vOTU protease inhibition; 0.55% of 370,000 active; inhibition, % at 11.5 µM; AID 651958; Pep-AMC fluorescence; in the data active = inhibition above about 30%; note: 0% = vehicle wells with enzyme and 100% = no enzyme wells
PfHsp40 rescue: restores yeast growth despite PfHsp40 toxicity. 0.68% of 340,000 active. growth rescue, % at 12.5 µM. S. cerevisiae expressing PfHsp40, growth rescue, ATP luminescence. AID 504582; in the data active = growth rescue above about 28%, passing the limit was not always enough; inconclusive = no clear call, values can overlap the other calls;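 note: yeast W303a lacking pdr1 and pdr3 grown in galactose medium; growth measured after three days at 30 °C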
BoNT A protease: inhibitors of Botulinum neurotoxin A light chain protease; multiplex microsphere protease substrate cleavage, flow cytometry; inhibition, % at 10 µM; 0.17% of 360,000 active; AID 588499; note: plate controls were buffer without enzyme for full effect and enzyme alone for no effect
The depositor's hits bear a star; ? = inconclusive; / = no result given; & = joins results of further samples. Cut-off read from the data, not from the text of the source, unless noted: active = inhibition above about 30%; inconclusive = no clear call, values can overlap the other calls; inactive = below that. No enrichment for hits. About 2.3% of those tested had a hit in this group.

SMILES	TcdB GH inh	FadD28 binding	PrPC TRFRET	Y pestis TopoI	BoNT F protease	Anthrax LF prot	CCHFV vOTU inh	PfHsp40 rescue	BoNT A protease
O=C(CCCNC(=O)/C(=C\c1ccccc1F)NC(=O)c1ccccc1)OCc1ccccc1	/	-0.6	6	1	-11	2	5	-0.6	0.6
Cc1ccccc1-c1nc2c3ccccc3nc(=S)n2[nH]1	0.8	-0.4	8	6	-21	-14	13	-1.1	-2.8
CCN1C(=O)[C@H]2[C@H]3CN=C(SCc4ccc(C(=O)OC)cc4)N3[C@@](CC)(C(=O)OC)[C@H]2C1=O	1.1	0.2	7	21	-12	6	-3	-1.7	-0.8
COc1cc2[nH]c(=O)n(-c3cccc(Cl)c3)c(=O)c2cc1OC	2.9	-1.2	2	3	-2	-1	-21	-0.3	0.2
CC(=O)N/C(=C\c1ccccc1)C(=O)NC(C)C(=O)O (stereo not given)	0.1	-2.0	-7	3	-2	0	-13	-1.3	-0.8
CCOC1=C2[C@@H](CN(S(=O)(=O)c3ccc(C)cc3)[C@H]2c2ccccc2)[C@H]2C(=O)N(Cc3ccccc3)C(=O)[C@H]2C1	0.9	-1.4	4	/	-8	1	-9	/	0.3
Nc1nc2nccc(-c3ccc(Cl)cc3)n2n1	/	-3.0	1	-2	-28	0	-244	185*	0.3
COc1ccc(-c2nnc(CSc3nnc(-c4ccncc4)n3C3CCCCC3)o2)cc1OC	/	-3.1	-7	8	-1	0	-6	0.7	?
Cc1c(C(=O)O)[nH]c2c1C(=O)CC(c1ccccc1)C2 (stereo not given)	/	-1.1	2	-9	3	1	3	1.2	0.3
CCOC(=O)C1(Cc2ccccc2)CCN(Cc2cn[nH]c2-c2ccccc2)CC1	1.0	-3.9	1	14	0	-1	4	-0.4	-0.1
Nc1ccc(Oc2cccc(Oc3ccc(N)cc3)c2)cc1	3.0	0.2	10	-3	-8	-2	1	0.0	-0.7
N#Cc1ccsc1NC(=O)CCc1ccccc1	1.2	-2.6	8	-11	-4	-2	12	-0.5	-0.6
CC(=O)NC(CC(C)C)C(=O)NC(Cc1ccccc1)C(=O)CCl (stereo not given)	1.1	-2.1	7	2	-8	3	-5	0.1	0.6
Cc1cc(C)c2ccc3c(C)c(C)nc3c2[nH]1	2.3	-0.7	18	26	-2	-4	-4	-3.1	0.5
O=C(c1cc2cc(Cl)ccc2[nH]1)N1CCc2ccccc2C1	0.5	-3.0	-6	-1	-4	0	-3	1.1	-0.3
O=S1(=O)N(Cc2ccccc2F)CCCN1Cc1c(F)cccc1Cl	0.8	-5.3	4	-3	5	-14	-4	7.0	-1.2
O=[N+]([O-])c1cccc(COc2ccccc2CO)c1	0.3	/	-16	/	7	-2	-2	/	0.1
Cc1oc(-c2cccc(Cl)c2)nc1CN1CCC(C(=O)NC2CC2)CC1	-1.3	-2.8	3	-1	-6	-2	-5	-0.8	-2.1
Cc1ccc(C(=O)O)cc1[N+](=O)[O-]	-1.1	-4.4	3	1	-7	-4	-4	-0.3	-0.8
Cn1cc(CCC(=O)NCc2ccc3c(c2)OCO3)c2ccccc21	0.9	-1.4	6	-1	0	-3	-7	0.9	1.8
CC1CCCCN1C(=O)CCn1c(=O)oc2ccccc21 (stereo not given)	1.0	0.2	0	0	-5	3	7	-0.2	-0.4
C[C@H](CO)N1C[C@H](C)[C@@H](CN(C)Cc2ccccc2)OCc2cnnn2CCCC1=O	-2.0&0.8	-3.1	6	-3	6	-2	19	/	0.2
Oc1ccc(-c2nccc(-c3cccs3)n2)cc1	/	-4.3	-5	2	2	3	17	10	0.5
CC1(C)Cc2c(c(N3CCCCC3)[nH]c(=S)c2C#N)CS1	/	2.0	0	-5	/	/	1	-0.5	/
COc1cccc(NC(=O)CN(c2cccc(OC)c2)S(C)(=O)=O)c1	1.5	-1.8	-7	-1	-2	-3	0	0.5	-0.6
Brc1csc2ncccc12	0.8	-1.9	-7	1	-4	-1	2	-0.1	-1.1
O=C(CNS(=O)(=O)c1ccccc1)OCC(=O)c1ccc(F)cc1	1.1	-0.8	-4	0	-5	-2	4	0.1	0.4
COCCCn1c(SCC(=O)c2c(N)n(C3CC3)c(=O)[nH]c2=O)nnc1-c1ccccc1Cl	1.1	-1.4	6	7	5	3	-9	/	-0.1
Cc1cc(C(=O)NC2CCCc3c2cnn3-c2ccc(C)c(C)c2)nc(C)n1 (stereo not given)	2.3	0.5	5	14	6	0	-1	3.0	1.3
CNCCCc1[nH]nc(N)c1C#N	/	-2.0	-1	-5	-5	3	0	0.2	-0.5
CN(C)CCOC1c2ccccc2CCc2ccc3ccccc3c21 (stereo not given)	2.8	-2.5	-1	-9	2	-1	-2	0.8	2.4
Cn1c(=O)c2[nH]c(NN=Cc3cccc(Br)c3)nc2n(C)c1=O	-1.2	0.7	-15	8	-11	-4	2	-0.9	-0.6
CC1(C)CC2(CC(C)(C)N1)OC(=O)N1CCc3ccccc3C12C (stereo not given)	0.7	-0.1	8	-3	-10	-7	1	1.4	-0.6
Cc1cc(C)cc(NC(=O)C2COc3ccccc3O2)c1 (stereo not given)	0.8	-1.9	8	4	-1	4	-4	/	0.1
O=C(c1cc(COc2ccc(F)cc2F)on1)N1CCN(C2CCCC2)C(=O)C1	1.3	0.0	6	17	1	-5	15	-0.7	2.7
O=C1CC(c2ccccc2)C(C(=O)O)N1 (stereo not given)	2.3	-3.2	-4	2	-11	-10	-3	-1.5	-0.7
O=C1CC(N2CCOCC2)C(=O)N1c1cccc(Cl)c1 (stereo not given)	/	0.2	-1	-9	-7	1	4	0.9	0.3
CCCCC(=O)Nc1ccc(NC(=O)c2cccnc2)cn1	/	-1.0	1	-2	-7	-2	7	-1.0	0.6
COc1ccc(CNC(=O)c2cc3c(s2)CS(=O)C3)cc1 (stereo not given)	0.7	2.6	-8	-4	0	-3	-1	0.8	0.0
NC(=O)[C@@H]1CCCNc2c(I)cc([N+](=O)[O-])cc2C(=O)N[C@@H](Cc2ccccc2)C(=O)N[C@@H](Cc2cnc[nH]2)C(=O)N1	-1.2	-0.6	-26	5	-8	7	-1	-0.6	0.3
CC(=O)Nc1ccc(S(=O)(=O)N2CCCN(S(=O)(=O)c3ccc(C)cc3)CC2)cc1	/	-3.6	4	8	-15	-2	2	-0.7	-9.8
OC(c1ccccc1)(c1nc(-c2cccc(F)c2)cs1)C(F)(F)F (stereo not given)	0.2	-21	0	-14	-1	-4	11	/	-0.1
CCOC(=O)c1csc(CCNC(=O)c2oc3c(Cl)cc(C)cc3c2C)n1	-0.4	-1.4	5	22	-1	-2	2	-0.6	0.3
Cc1nc(-c2ccc(Cl)cc2)sc1C1(C)CC(c2cccc([N+](=O)[O-])c2)=NO1 (stereo not given)	1.7	-2.6	-2	2	-6	4	-4	0.1	-0.4
COc1ncnc2sc(-c3ccccc3)cc12	/	-0.3	3	10	-30	-7	3	-1.2	-3.9
COc1cccc(CC2(CO)CCCN(Cc3cn[nH]c3-c3ccc(F)cc3)C2)c1 (stereo not given)	1.4	-13	-11	7	-1	1	-6	-1.1	-0.1
CC(=O)Nc1ccc(C(=O)NN2C(=O)NC3(CCCCC3)C2=O)cc1	1.3	-2.4	1	-12	9	-1	-5	0.3	3.3
COC(=O)N/N=C/c1cn(CCCOc2ccc(C)cc2)c2ccccc12	/	-2.4	12	27	-13	-3	18	7.8	-0.2
O=C(N/N=C/c1coc2ccccc2c1=O)c1cc(Br)c(O)c(Br)c1	1.0	-0.5	8	3	-10	-3	-4	18	-2.5
CCCc1nc2c(C)cc(Br)cn2c1Cc1ccc(C)cc1	0.7	-2.4	-3	/	-11	-8	15	/	2.7

Next section:
SMILES	TcdB GH inh	FadD28 binding	PrPC TRFRET	Y pestis TopoI	BoNT F protease	Anthrax LF prot	CCHFV vOTU inh	PfHsp40 rescue	BoNT A protease
Cc1ccc(-c2csc(Nc3ccccn3)n2)cc1	1.1	-2.1	7	-14	-15	-11	-4	8.4	2.5
Cc1ccccc1C(=O)NCC(=O)O	1.8	-3.5	5	3	-2	-1	-6	-0.1	-0.6
CC(=O)Nc1cccc(NC(=O)c2sc3ncn(CC(=O)N4CCCCC4)c(=O)c3c2C)c1	/	-1.4	-11	6	-3	-3	6	-0.4	-0.6
Cc1ccc(S(=O)(=O)N2CC[C@H]3[C@@H](C2)C(=O)C[C@@H](c2ccccc2)N3S(=O)(=O)c2ccc(C)cc2)cc1	1.4	-2.4	0	/	-11	1	2	/	-0.4
CN(C)Cc1ccccc1Cc1ccccc1	/	-0.9	-7	3	3	-2	-17	2.0	1.0
COc1cc(C2C(C#N)=C(N)N(Nc3ccccc3)C3=C2C(=O)CC(C)(C)C3)ccc1OCc1cccc(F)c1 (stereo not given)	/	0.7	9	-14	-3	0	4	0.1	0.7
COc1ccc(N2CCN(Cc3cc4c(cc3Br)OCCO4)CC2)cc1	-1.0	/	-5	19	-1	-2	4	-0.2	-1.8
O=C(O)c1cccc2c1C(=O)N(CC1CCCO1)C2 (stereo not given)	0.4	0.1	1	2	-4	-3	4	/	-0.5
O=C(Nc1ccccc1)C1Cc2c(-c3ccc4c(c3)OCO4)ccnc2O1 (stereo not given)	0.5	-3.7	2	25	-3	0	-4	/	-0.2
COc1ccccc1-c1csc(C(C)(O)c2cccc(F)c2)n1 (stereo not given)	1.2	-2.6	-2	11	5	-4	5	/	0.5

Profiles, quoted from the list:
COc1cccc(CC2(CO)CCCN(Cc3cn[nH]c3-c3ccc(F)cc3)C2)c1 (stereo not given) across the screens: TcdB GH inh = 1.4; FadD28 binding = -13; PrPC TRFRET = -11; Y pestis TopoI = 7; BoNT F protease = -1; Anthrax LF prot = 1; CCHFV vOTU inh = -6; PfHsp40 rescue = -1.1; BoNT A protease = -0.1
CC1CCCCN1C(=O)CCn1c(=O)oc2ccccc21 (stereo not given) across the screens: TcdB GH inh = 1.0; FadD28 binding = 0.2; PrPC TRFRET = 0; Y pestis TopoI = 0; BoNT F protease = -5; Anthrax LF prot = 3; CCHFV vOTU inh = 7; PfHsp40 rescue = -0.2; BoNT A protease = -0.4
O=S1(=O)N(Cc2ccccc2F)CCCN1Cc1c(F)cccc1Cl across the screens: TcdB GH inh = 0.8; FadD28 binding = -5.3; PrPC TRFRET = 4; Y pestis TopoI = -3; BoNT F protease = 5; Anthrax LF prot = -14; CCHFV vOTU inh = -4; PfHsp40 rescue = 7.0; BoNT A protease = -1.2

(next part)
SMILES	TcdB GH inh	FadD28 binding	PrPC TRFRET	Y pestis TopoI	BoNT F protease	Anthrax LF prot	CCHFV vOTU inh	PfHsp40 rescue	BoNT A protease
Cc1ccc(NC(=O)c2oc3ccc(Br)cc3c2C)cc1S(=O)(=O)N1CCOCC1	0.5	-1.8	2	-1	-7	-3	-1	0.0	0.0
CC(=O)c1ccc(NC(=O)c2ccc(CNc3c(N4CCCC4)c(=O)c3=O)cc2)cc1	0.2	-2.8	1	0	-3	4	11	0.1	1.0
CCc1cccc2c(C=C(C#N)C#N)cn(CC(=O)N3CCCCCC3)c12	1.8	0.6	6	7	-3	-4	-1	-0.5	-1.1
COc1ccc(OCC(O)CNC(=O)c2ccccc2C(=O)O)cc1 (stereo not given)	/	-0.7	-1	1	6	4	6	0.1	0.8
N=c1n(CCN2CCCCC2)c2ccccc2n1CC(O)c1ccco1 (stereo not given)	-0.6	-3.2	-10	-4	?	-3	16	0.4	-10
COc1ccccc1CNC(=O)COC(=O)Cc1cccs1	-0.5	1.5	0	6	-1	-6	4	-1.6	0.3
CCOc1ccc(N(C(C)C(=O)NN=C2CCCCCCC2)S(C)(=O)=O)cc1 (stereo not given)	-0.1	-0.4	-3	-2	7	2	-12	-0.4	0.7
O=C(O)c1ccc(/C=N/N2CCN(Cc3ccc(Cl)cc3)CC2)cc1	0.0	-3.9	0	-1	4	-9	-9	-0.9	-0.3
CC(c1ccon1)N(C)C(=O)CCc1nnc(Cc2ccc(-c3ccccc3)cc2)o1 (stereo not given)	0.4	-1.8	2	15	-2	1	-13	1.0	-0.6
Cc1ccc(S(=O)(=O)NC(C)(C)CN2CCNCC2)cc1	0.7	-0.8	-6	18	3	3	5	1.8	0.6
C#CCOCCOCCOCCNc1nc(N2CCN(C(=O)[C@H]([C@@H](C)CC)n3cc(CCC(=O)O)nn3)CC2)nc(N2CCN(C(=O)[C@H](CCCCN)n3cc(CCC(=O)O)nn3)CC2)n1	0.5	-2.4	-1	-3	-10	-6	-2	-1.3	-0.7
